# Source: PubChem
# PPARg SRC1 recr – promotes SRC-1 coactivator recruitment by human PPARgamma; P37231; PPARgamma-SRC-1 coactivator recruitment biochemical assay; activation, % at 8 µM; 200,000 compounds, 0.41% hits; AID 631; in the data active means activation above about 19%;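 further: 0% = DMSO and 100% = reference agonist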
# Target sequence (P37231 whole entry, looked up): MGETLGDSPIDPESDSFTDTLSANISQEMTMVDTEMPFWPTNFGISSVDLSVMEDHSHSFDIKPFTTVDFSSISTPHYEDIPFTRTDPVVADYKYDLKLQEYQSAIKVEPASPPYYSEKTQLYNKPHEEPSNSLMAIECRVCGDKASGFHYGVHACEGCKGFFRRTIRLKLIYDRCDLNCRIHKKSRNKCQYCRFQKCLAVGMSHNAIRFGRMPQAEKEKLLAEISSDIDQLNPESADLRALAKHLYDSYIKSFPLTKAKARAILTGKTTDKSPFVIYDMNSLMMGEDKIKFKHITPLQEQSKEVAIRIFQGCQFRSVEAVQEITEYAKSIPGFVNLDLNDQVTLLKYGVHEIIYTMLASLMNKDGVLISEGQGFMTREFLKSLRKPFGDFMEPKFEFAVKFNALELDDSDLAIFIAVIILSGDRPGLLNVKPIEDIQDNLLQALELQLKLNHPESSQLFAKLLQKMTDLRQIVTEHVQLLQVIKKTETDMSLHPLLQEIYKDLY
# TNAP act hi DEA – TNAP (human) activation, high acceptor. purified TNAP, CDP-star luminescence, 1 M DEA, 30 min; hits give high values; 0 = EDTA background, 1 = DMSO-only activity. AID 1136. activation factor at 20 µM. 200,000 tested, under 10 active. P05186;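 active means activation factor at least 2 at 20 µM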
# Target sequence (P05186 whole entry, looked up): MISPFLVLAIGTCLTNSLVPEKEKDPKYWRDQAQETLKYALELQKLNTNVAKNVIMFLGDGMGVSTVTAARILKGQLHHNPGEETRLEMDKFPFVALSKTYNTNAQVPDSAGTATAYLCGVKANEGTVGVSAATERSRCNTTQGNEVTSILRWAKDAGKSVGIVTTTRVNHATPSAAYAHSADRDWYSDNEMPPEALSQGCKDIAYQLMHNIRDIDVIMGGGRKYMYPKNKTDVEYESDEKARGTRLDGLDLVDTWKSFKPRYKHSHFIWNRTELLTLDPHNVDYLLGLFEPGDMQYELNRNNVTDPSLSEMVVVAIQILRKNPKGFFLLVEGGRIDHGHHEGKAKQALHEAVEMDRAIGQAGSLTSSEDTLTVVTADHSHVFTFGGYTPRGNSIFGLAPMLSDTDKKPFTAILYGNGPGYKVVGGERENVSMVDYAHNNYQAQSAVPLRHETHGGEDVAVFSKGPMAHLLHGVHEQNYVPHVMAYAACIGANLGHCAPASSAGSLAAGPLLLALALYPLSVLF
#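 Test system – human TNAP · Doses – 20 µM single point · Incubation – 30 min, room temperature · Signal – luminescent substrate turnover signal · Read-out basis – activation factor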
# SRC2 TRFRET art – counter-screen for PPARgamma SRC-2 recruitment agonists: TR-FRET artefact | AID 1049 | hits give high values | 200,000 compounds, 0.4% hits | TR-FRET ratio at 8 µM; in the data active means TR-FRET ratio above about 2000; further: inactives centre near 1500; reference of the scale not given here
# bIAP act – increases bovine intestinal alkaline phosphatase activity | purified bovine IAP, CDP-star luminescence, 30 min; hits give high values; fold of DMSO-control signal, blank-subtracted | activation factor at 20 µM | 200,000 compounds, 0.17% hits;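 active means activation factor of 2 or more at 20 µM, a signal rise over negative controls twice the positive control's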
# PPARg SRC-2 ag – promotes SRC-2 coactivator recruitment by human PPARgamma | 200,000 compounds, 0.34% hits | activation, % at 8 µM | PPARgamma LBD-SRC-2 recruitment, biochemical; in the data active means activation above about 22%;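 further: 0% = vehicle and 100% = reference agonist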
# TNAP inh hiacc – TNAP (human) inhibition, high acceptor; P05186; purified TNAP, CDP-star luminescence, 1 M DEA; inhibition, % at 20 µM; 200,000 compounds, 0.03% hits;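 active means over 50% inhibition of tissue-nonspecific alkaline phosphatase at 20 µM in the single-dose screen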;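 further: plate controls were DMSO wells for no effect and EDTA-quenched wells as full inhibition for full effect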
# bIAP inhibitor – blocks bovine intestinal alkaline phosphatase activity. 190,000 tested, under 10 active. purified bovine IAP, CDP-star luminescence, 30 min. inhibition, % at 20 µM;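 active means over 50% inhibition of intestinal alkaline phosphatase at 20 µM in the single-dose screen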
#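 System: Purified bovine intestinal alkaline phosphatase (IAP) enzyme | Input: IAP diluted 1/65,000,000 in the well | Also added: CDP-star chemiluminescent phosphatase substrate, 30 µM final | Dosing: 20 µM single dose | Times: Enzyme reaction for 30 min at room temperature | Detection: Luminescence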
# PPARg SRC3 recr – agonists of human PPARgamma SRC-3 coactivator recruitment. P37231. biochemical PPARgamma/SRC-3 coactivator recruitment assay. activation, % at 8 µM. 200,000 compounds, 0.26% hits; in the data active means activation above about 23%;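 further: 0% = DMSO and 100% = reference agonist; some compounds past the cut are filed as inactive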
# TNAP inh no acc – blocks human TNAP activity with no phosphate acceptor present; P05186; purified TNAP, CDP-star luminescence, 30 min; inhibition, % at 20 µM; 200,000 compounds, 0.26% hits;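 active means tissue-nonspecific alkaline phosphatase inhibition above about 50% at 20 µM in the single-dose screen, limit read from the data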;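 further: 0% = DMSO negative control and 100% = EDTA positive control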
# HMGR II inh – inhibitors of class II HMG-CoA reductase from Enterococcus faecalis; 190,000 compounds, 0.41% hits; AID 1066; purified E. faecalis HMGR, NADPH absorbance 340 nm kinetic; inhibition, % at 10 µM;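 active means inhibition above a set limit, the median over all tested compounds plus 3 SD, cut at about 9.5% in these data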;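 further: enzyme runs in reverse so mevalonate oxidation gives rising NADPH absorbance; 0% = complete reaction with DMSO and 100% = background rate lacking mevalonate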
# The depositor's hits bear a star; · = not tested or not shown.
SMILES,PPARg SRC1 recr,TNAP act hi DEA,SRC2 TRFRET art,bIAP act,PPARg SRC-2 ag,TNAP inh hiacc,bIAP inhibitor,PPARg SRC3 recr,TNAP inh no acc,HMGR II inh
CCCNC(=O)c1ccccc1NC(=O)c1ccccc1N(C)S(=O)(=O)c1ccc(C)cc1,5,1,1629,1,1,-4,-4,4,-14,-5
CCN1CNC(=S)N(c2ccccc2OC)C1,9,1,1476,1,-2,-4,-4,-2,-3,1
Cc1onc(-c2c(Cl)cccc2Cl)c1C(=O)Nc1c(C)n(C)n(-c2ccccc2)c1=O,-4,1.1,1379,1,4,-8,-3,1,-17,3
COc1ccccc1/C=C/CN1CCCC(CCC(=O)NCc2ccccc2F)C1 (centres undefined),-2,1.1,1422,1.2,-6,-7,-20,-3,-18,-3
Cc1nnc2n(CCc3ccccc3)c(=O)c3c4c(sc3n12)CCCC4,-1,·,1384,·,-9,·,·,-2,·,·
COc1ccccc1/C=C(/NC(=O)c1ccc(Cl)cc1Cl)C(=O)O,1,0.9,1584,0.9,-9,8,11,0,0,-2
O=C(c1ccc2ccccc2c1)N1CCN(S(=O)(=O)/C=C/c2ccccc2)CC1,10,1,1487,1,3,-4,-2,3,-7,-6
O=C(CN1CCN(S(=O)(=O)c2ccccc2F)CC1)Nc1ccccc1C(=O)c1ccccc1,8,1,1525,1,8,-4,0,3,-2,4
Nc1cc(=O)[nH]c(SCCNS(=O)(=O)c2ccccc2)n1,6,1,1606,0.9,4,-1,6,3,-10,-7
O=C(c1ccc(Cl)s1)N1CCN(c2nc3ccccc3s2)CC1,2,1,1734,0.9,5,-3,11,13,-12,2
COc1ccc(CCNS(=O)(=O)c2cccc(F)c2)cc1OC,3,1.1,1461,0.9,2,-5,10,11,-2,1
O=C(O)CCC(NC(=O)c1ccc(Cl)cc1)C(=O)O (centres undefined),-4,1,1417,1,0,-2,-3,0,-7,0
CCCn1nc(C(=O)Nc2nnc(CC)s2)c2ccccc2c1=O,5,1,1615,1.1,5,-4,-10,5,-5,-1
Cc1ccc(C)c(NS(=O)(=O)c2cc(C(=O)Nc3ccccc3-c3ccccc3)ccc2C)c1,5,1,1758,1,3,2,-4,1,-3,1
C=C(C)CSc1ncc(-c2cccc(C(F)(F)F)c2)cn1,-4,1.1,1345,0.7,-1,-5,32,1,-12,-2
COc1ccc(CCNC(=O)CSc2nc(-c3ccco3)cc(C(F)(F)F)n2)cc1,2,1,1810,1,4,-3,4,-2,0,-4
COC(=O)C1=C(COc2ccc(F)cc2)NC(=O)NC1c1ccc(C)cc1C (centres undefined),0,1,1468,0.8,0,-3,22,8,-5,-6
COC(=O)Cc1cc(OC)c(OC)cc1Cc1cc(OC)c(OC)cc1CC(=O)OC,2,1.1,1433,1,-7,-5,-1,-6,-5,-7
Cc1cc(NS(=O)(=O)c2ccc(NC(=O)c3ccco3)cc2)nc(C)n1,0,1,1258,1,-2,-4,2,-5,-23,0
CCOc1ccccc1NC(=O)C1=C(C)NC(=O)NC1c1cccc(OC)c1OC (centres undefined),6,1,1537,1,1,-4,0,3,0,4

# Two entries from above, with values under each structure.
# Second line of a record: PPARg SRC1 recr | TNAP act hi DEA | SRC2 TRFRET art | bIAP act | PPARg SRC-2 ag | TNAP inh hiacc | bIAP inhibitor | PPARg SRC3 recr | TNAP inh no acc | HMGR II inh
> COc1ccc(CCNC(=O)CSc2nc(-c3ccco3)cc(C(F)(F)F)n2)cc1
 : 2 | 1 | 1810 | 1 | 4 | -3 | 4 | -2 | 0 | -4
> COC(=O)C1=C(COc2ccc(F)cc2)NC(=O)NC1c1ccc(C)cc1C (centres undefined)
 : 0 | 1 | 1468 | 0.8 | 0 | -3 | 22 | 8 | -5 | -6

# Other results follow:
SMILES,PPARg SRC1 recr,TNAP act hi DEA,SRC2 TRFRET art,bIAP act,PPARg SRC-2 ag,TNAP inh hiacc,bIAP inhibitor,PPARg SRC3 recr,TNAP inh no acc,HMGR II inh
Cc1cc(S(=O)(=O)N(Cc2ccc3c(c2)OCO3)CC2CCCO2)ccc1-n1cnnn1 (centres undefined),-3,1.1,1412,1,2,-5,4,-6,-19,-5
COC(=O)COc1ccc(S(=O)(=O)Nc2ccc(NC(C)=O)cc2)cc1,0,1,1718,1,11,-4,3,6,-1,4
CCC(CC)NC(=O)COC(=O)c1cccc(C)c1O,2,1.1,1415,0.9,3,-6,14,0,-22,0
CC(=O)Nc1ccc(CN2CCN(CCC(C)C)C(CCO)C2)cc1 (centres undefined),5,1.1,1499,1,-1,-9,-2,1,-14,-1
Cc1cc(C)nc(SCc2cn3cc(Cl)ccc3n2)n1,4,1,1474,0.9,0,4,6,1,1,-1
Cc1c(-n2c(SCC(=O)C(C)(C)C)nc3ccccc3c2=O)c(=O)n(-c2ccccc2)n1C,6,1,1666,1.1,0,-4,-11,1,-13,2
CC(NC(=O)CCc1nnc(C2CCCCC2)o1)c1ccc(F)cc1 (centres undefined),-2,1.1,1414,1.2,-8,-8,-23,-1,-12,1
COc1ccc(CN2C(=O)c3ccccc3C2=O)cc1C(=O)OC(C)C(=O)NC(N)=O (centres undefined),3,1,1409,1,-9,-5,2,1,-8,-1
O=C(NC1CCCCCCC1)c1ccccc1O,-9,1,1444,1,1,-4,2,9,-7,-3
CCOc1cc(N2CCOCC2)c(OCC)cc1NC(=O)CN1C(=O)NC2(CCc3ccccc32)C1=O (centres undefined),5,1,1555,1.1,12,-2,-5,0,0,-5
CN(C)CCCC(C)(O)C(Cc1ccccc1)c1ccccc1 (centres undefined),-12,1,1498,1.1,-1,0,-7,-1,7,-3
CC1CN(Cc2cn(C)nc2-c2ccc(Oc3ccccc3)cc2)CCN1C (centres undefined),1,1.1,1686,1.3,6,-7,-35,-1,-6,-2
Cc1ccc(NC(=S)NCCN2CCOCC2)cc1C,-3,1,1465,1,-5,0,2,-8,-2,-3
COc1ccc(NC(=S)Nc2ccccc2SC)c(OC)c1,10,1.1,1723,0.9,4,-6,12,1,-6,1
COc1ccc(-n2c(SCC(=O)Nc3ncc(Cl)cc3Cl)nc3ccccc32)cc1,-1,1,1519,1.1,6,-2,-13,-1,2,-3
O=C(NCC1CCCO1)c1cccc(-n2cnnn2)c1 (centres undefined),10,1,1537,0.9,7,-3,14,7,-10,-1
Cn1cc(S(=O)(=O)Nc2cccc(F)c2)c(=O)n(C)c1=O,0,1,1416,0.9,-7,-1,6,4,3,-1
COc1ccc(NC(=O)c2ccc(-n3cncn3)c([N+](=O)[O-])c2)cc1,6,1,1699,1,2,-4,3,-2,8,-2
Nc1ccccc1-c1ccccc1N,4,1,1656,1.1,4,-3,-14,0,1,-4
Cc1nc(SCC(=O)NC(=O)NCCC(C)C)c2c(-c3cccs3)csc2n1,-5,1,1599,0.9,1,-2,6,2,3,-3

# Pulled one by one from above (four):
SMILES,PPARg SRC1 recr,TNAP act hi DEA,SRC2 TRFRET art,bIAP act,PPARg SRC-2 ag,TNAP inh hiacc,bIAP inhibitor,PPARg SRC3 recr,TNAP inh no acc,HMGR II inh
CC(=O)Nc1ccc(CN2CCN(CCC(C)C)C(CCO)C2)cc1 (centres undefined),5,1.1,1499,1,-1,-9,-2,1,-14,-1
O=C(NCC1CCCO1)c1cccc(-n2cnnn2)c1 (centres undefined),10,1,1537,0.9,7,-3,14,7,-10,-1
CCC(CC)NC(=O)COC(=O)c1cccc(C)c1O,2,1.1,1415,0.9,3,-6,14,0,-22,0
O=C(NC1CCCCCCC1)c1ccccc1O,-9,1,1444,1,1,-4,2,9,-7,-3

# Other compounds follow:
SMILES,PPARg SRC1 recr,TNAP act hi DEA,SRC2 TRFRET art,bIAP act,PPARg SRC-2 ag,TNAP inh hiacc,bIAP inhibitor,PPARg SRC3 recr,TNAP inh no acc,HMGR II inh
CCN(CC)S(=O)(=O)c1cccc(NC(=O)COC(=O)c2n[nH]c(=O)c3ccccc23)c1,22*,1,1961,0.8,8,-1,19,6,-9,-1
O=[N+]([O-])c1ccc(C2CCCC/C2=N/OCc2ccc(F)cc2)c([N+](=O)[O-])c1 (centres undefined),-11,1,1464,0.7,-5,-3,34,-11,2,-8
CCOC(=O)c1c(NC(=O)CSc2nnc(C)s2)sc2c1CCCCC2,-4,1,1407,1.1,8,0,-6,-10,1,0
CC(=O)N1CCC(N2CCN(Cc3ccc(C)cc3)C(CCO)C2)CC1 (centres undefined),1,1.1,1464,1.1,4,-7,-7,5,-11,-3
CNC(=O)c1c(Br)cnn1-c1ccc(C)cc1,4,1.1,1499,0.9,4,-6,12,1,-9,0
CCOC(=O)C1CCN(C(=O)N2CCOCC2)CC1,9,1,1461,0.9,6,-2,7,0,-8,-1
Cc1ccc2c(ccc(=S)n2C)c1,13,1,1798,0.9,17,-4,8,5,-9,2
COCCN(C(=S)Nc1ccc(C)cc1C)C(C)c1cccs1 (centres undefined),6,1,1472,1.2,3,1,-20,3,-7,5
Cc1ccc(C(=O)NCc2ccco2)cc1[N+](=O)[O-],1,1,1733,0.8,8,-4,24,0,2,-5
Clc1ccc(OCc2nn3c(-c4ccccc4)nnc3s2)c(Cl)c1,5,1,1602,0.7,20,-1,31,-3,30,1
CCN(CC)c1ccc(C=Nc2ccccc2)c(O)c1,-4,1,1517,0.9,6,4,5,10,8,-5
CSCCC(NS(=O)(=O)c1ccc(Cl)cc1)C(=O)OCC(=O)N(C(C)C)C(C)C (centres undefined),9,1.1,1437,1,8,-7,2,-2,-11,-1
O=c1oc2ccccc2c(O)c1CN1CCCCC1,9,1.1,1370,0.9,-2,-6,12,-2,-14,-7
Cc1ccc(-c2nnnn2CS(=O)(=O)c2ccccc2)cc1,5,1,1473,0.9,-5,-4,13,-5,-12,-2
COc1ccc(-c2nn(-c3ccccc3)cc2CO)cc1OC,6,1.1,1676,1,1,-6,2,-1,-14,-4
COC(=O)c1c(C)oc2ccc(NS(=O)(=O)c3cccs3)cc12,2,1.1,1567,1,-1,-5,2,0,-6,-4

# At a glance, part of the list above.
SMILES,PPARg SRC1 recr,TNAP act hi DEA,SRC2 TRFRET art,bIAP act,PPARg SRC-2 ag,TNAP inh hiacc,bIAP inhibitor,PPARg SRC3 recr,TNAP inh no acc,HMGR II inh
CCN(CC)S(=O)(=O)c1cccc(NC(=O)COC(=O)c2n[nH]c(=O)c3ccccc23)c1,22*,1,1961,0.8,8,-1,19,6,-9,-1
O=[N+]([O-])c1ccc(C2CCCC/C2=N/OCc2ccc(F)cc2)c([N+](=O)[O-])c1 (centres undefined),-11,1,1464,0.7,-5,-3,34,-11,2,-8
CCOC(=O)c1c(NC(=O)CSc2nnc(C)s2)sc2c1CCCCC2,-4,1,1407,1.1,8,0,-6,-10,1,0

# Records above shown as hits in PPARg SRC1 recr:
SMILES	PPARg SRC1 recr	TNAP act hi DEA	bIAP act	PPARg SRC-2 ag	TNAP inh hiacc	bIAP inhibitor	PPARg SRC3 recr	TNAP inh no acc	HMGR II inh
CCN(CC)S(=O)(=O)c1cccc(NC(=O)COC(=O)c2n[nH]c(=O)c3ccccc23)c1	22*	1	0.8	8	-1	19	6	-9	-1
